Bioassay records (PubChem)
Rat MKP-3 inhibitors: inhibition of rat DUSP6 enzyme activity – biochemical, in vitro, primary screen (AID 425) | inhibition, % at 20 µM, or IC50 in µM where a hit was titrated | recombinant MKP-3 phosphatase activity, fluorescence; higher % means a stronger effect | 110,000 tested, 0.17% active; in the data active means inhibition above about 50%;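 further: plate controls were vehicle for no effect and reference inhibitor for full effect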
Hsp70 displacement: Hsp70 inhibitors, probe displacement, primary screen, biochemical, fluorescence polarization (AID 583); 140,000 tested, 0.06% active; Hsp70 fluorescence polarization probe displacement, mP; higher % means a stronger effect; displacement, % at 20 µM, or IC50 in µM where a hit was titrated; in the data active means displacement above about 50%;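 further: plate controls were vehicle for no effect and reference ligand for full effect; a part of the inactive calls stands beside numbers as strong as those of hits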
Numbers without * were called inactive; nt = no result given; & = joins results of further samples.

Every second line gives: Rat MKP-3 inhibitors | Hsp70 displacement
Cc1sc2nc(CN(C(=O)NC3CCCCC3)C3CCCCC3)[nH]c(=O)c2c1C
  nt | -2.1%
CCOCCN(C=O)c1cccc(OC)c1
  -2% | -1.3%
O=C(N/N=C/c1ccc(OCc2ccccc2)cc1)c1cnccn1
  4% | -5.2%
O=C(O)CCCN1C(=O)/C(=C/c2cccc(Br)c2)SC1=S
  5% | 6.7%
COc1ccc(OC)c(N(CC(=O)Nc2cccc(Br)c2)S(C)(=O)=O)c1
  4% | -4.4%
CCn1c(=O)cc(SCC(=O)N2CCN(C3CCCCC3)CC2)c2ccccc21
  0% | 6.5%
CCN=c1scc(C)n1/N=C/c1ccsc1
  -10% | 9.0%
CC(C)CCOC(=O)/C(=C/c1ccco1)NC(=O)/C=C/c1ccccc1
  nt | -5.1%
CCOc1ccc(N(CC(=O)Nc2ccccc2Br)S(=O)(=O)c2ccc(SC)cc2)cc1
  -2% | -2.4%
Cc1ccc(C(=O)NNC(=O)COc2ccc(C(C)(C)C)cc2)cc1
  8% | -6.4%
COc1ccc(C(=O)Nc2ccc(OC(F)(F)F)cc2)cc1Cl
  3% | -3.2%
CC(C)c1ccccc1NS(=O)(=O)c1ccc(Cl)cc1
  4% | 6.5%
O=C(Cc1cccs1)Nc1ccc(NC(=O)c2ccco2)cc1
  -4% | -6.6%
CCNCCOC(c1ccccc1)c1ccccc1
  nt | -1.3%
CCOc1ccc(CCNC(=O)CCc2c(C)nc3ncnn3c2C)cc1OCC
  nt | 2.7%
CCOC(=O)c1c(NC(NC(=O)c2ccco2)C(=O)c2ccccc2)sc2c1CCCC2 (stereo not given)
  -1% | 1.5%
CC(N=Cc1cccc([N+](=O)[O-])c1)C1COc2ccccc2O1 (stereo not given)
  0% | 0.2%
CN1CCN(CC(=O)N2c3ccccc3C(C)(c3ccccc3)CC2(C)C)CC1 (stereo not given)
  0%&2% | 3.0%&-5.9%
O=C(CSc1cccc[n+]1[O-])c1cc2ccccc2o1
  -10% | -0.1%
C/C(=N\N1C(=O)CN(Cc2ccccc2)C1c1ccc(Br)cc1)c1ccccc1 (stereo not given)
  0% | 1.9%

Compound profiles, from the list above. Screens in order: Rat MKP-3 inhibitors | Hsp70 displacement
O=C(O)CCCN1C(=O)/C(=C/c2cccc(Br)c2)SC1=S is listed as 5% | 6.7%
COc1ccc(OC)c(N(CC(=O)Nc2cccc(Br)c2)S(C)(=O)=O)c1 is listed as 4% | -4.4%
C/C(=N\N1C(=O)CN(Cc2ccccc2)C1c1ccc(Br)cc1)c1ccccc1 (stereo not given) is listed as 0% | 1.9%
O=C(CSc1cccc[n+]1[O-])c1cc2ccccc2o1 is listed as -10% | -0.1%

More entries.
Every second line gives: Rat MKP-3 inhibitors | Hsp70 displacement
CCOc1ccccc1NC(=O)N1CCC(NC(=O)c2cccc(C)c2)CC1
  2% | 0.0%
COc1ccccc1-n1c(C)nnc1SCC(=O)Nc1cc(C)cc(C)c1
  7% | 3.5%
CCOC(=O)Cn1cnc([N+](=O)[O-])n1
  nt | -1.4%
CCOC(=O)C1=C(N)Oc2ccc3ccccc3c2C1c1cccnc1 (stereo not given)
  nt | 0.9%
CCCCN(CC)C(=O)Cn1c(=O)sc2ccccc21
  nt | -3.0%
COc1ccc(C2C(C(=O)OC(C)C)=C(C)N=c3s/c(=C\c4ccc5c(c4)OCO5)c(=O)n32)cc1 (stereo not given)
  2% | -16%
Cc1ccc(OCc2nnc(NC(=O)Nc3cccc(Cl)c3)s2)c(C)c1
  0% | -0.1%
CC(C)Nc1nc(-c2ccccc2Cl)nc2ccccc12
  -11% | -1.4%
N#CC1C(=S)N=C2CCCCC2=C1c1cccs1 (stereo not given)
  4% | -1.5%
O=c1c2c3c(sc2nc2n1CCCC2)CCCC3
  nt | -2.8%
CCOc1ccccc1C(=O)Nc1nncs1
  1% | -2.1%
Cc1ccccc1/C=C1\C(=O)NC(=O)N(c2ccc(Br)cc2)C1=O
  3% | -3.0%
O=C1C(Cl)=CC(=NS(=O)(=O)c2ccccc2)C=C1Br
  18% | 16%
N#Cc1sc2nc(-c3ccccc3)cc(-c3ccco3)c2c1N
  14% | 20%
COc1ccccc1Nc1nc(N)nc(CSCCO)n1
  -18% | 2.7%
O=C(COc1ccc2ccccc2c1)Nc1ccc(S(=O)(=O)N2CCc3ccccc32)cc1
  4% | -2.6%
COc1ccc(S(=O)(=O)Nc2ccc(Br)cc2C)cc1
  -3% | -2.7%
O=C(Nc1cccc(C(=O)Nc2cccc(Cl)c2)c1)c1ccc([N+](=O)[O-])cc1
  3% | -6.0%
O=C(CSc1nnc(CN2CCOCC2)n1-c1ccc(Cl)cc1)Nc1ccc2c(c1)OCO2
  nt | -4.2%
O=C(CSCc1ccc(F)cc1)NC1CCCC1
  -3% | -3.7%
CCS(=O)(=O)c1nc2ccccc2n1Cc1ccccc1Cl
  -3% | -2.3%
CC1(C)CC(=O)C2=C(C1)Nc1[nH]c(=O)[nH]c(=O)c1C2c1ccc(O)cc1 (stereo not given)
  0% | 1.1%
Cc1cc(NS(=O)(=O)c2ccc(NC(=O)C(C)C)cc2)nc(C)n1
  2% | 1.9%
O=C(O)C1CSC(c2ccc(Cl)c([N+](=O)[O-])c2)N1 (stereo not given)
  0% | -2.2%
O=C(Nc1cccc(-c2nc3ccccc3s2)c1)c1ccc(S(=O)(=O)N2CCCC2)cc1
  4% | 3.3%
CCOC(=O)c1c(C)n(C)c2ccc(OC)c(NC(=O)CN3CCC4(CC3)OCCO4)c12
  -10% | -1.8%
COc1ccc2cc(S(=O)(=O)N3CCN(C)CC3)ccc2c1
  4% | 1.4%
COc1cccc(-c2nc(-c3ccccc3)no2)c1
  -10%&1% | 5.7%&3.5%
COC(=O)C1=C(C)NC(=O)NC1c1ccc(OC(=O)c2cccs2)c(OC)c1 (stereo not given)
  2% | 0.0%
CC(C)CC(NC(=O)c1ccco1)C(=O)Nc1ccc2c(c1)OCCO2 (stereo not given)
  -1% | -4.0%
O=C(COc1ccc(Br)cc1)Nc1cc(Cl)c(Cl)cc1Cl
  -2% | -2.0%
CC1CCc2nn(CC(=O)NC3CCCC(C)C3C)cc2C1 (stereo not given)
  -2% | 3.8%
CC(C)(C)C(=O)Nc1nnc(CSCc2ccccc2F)s1
  nt | -1.5%
COc1ccc(C(=O)NCCSc2ccc(C)cc2)cc1
  1% | 2.3%
Cc1ccc(C(CC(=O)N2CCCC2)c2ccccc2)c(O)c1C (stereo not given)
  7% | 0.9%
OCc1ccccc1N=c1ssnc1Cl
  22% | 1.9%
COc1ccccc1OCC(=O)NCCc1nc2ccccc2[nH]1
  -8%&1% | -2.4%&0.6%
O=C(NCc1ccco1)c1ccc2c(c1)C(=O)N(C1CCCCC1)C2=O
  nt | -1.3%
CCOC(=O)c1oc2ccccc2c1NC(=O)COc1ccc(F)cc1
  2% | -1.3%
O=C(NCCCN1CCN(c2cccc(Cl)c2)CC1)c1cccc(N2CCCC2=O)c1
  -9% | -1.1%

Sorted by value in Rat MKP-3 inhibitors (high to low): some entries from above
Every second line gives: Rat MKP-3 inhibitors | Hsp70 displacement
O=C(Nc1cccc(C(=O)Nc2cccc(Cl)c2)c1)c1ccc([N+](=O)[O-])cc1
  3% | -6.0%
CCn1c(=O)cc(SCC(=O)N2CCN(C3CCCCC3)CC2)c2ccccc21
  0% | 6.5%
CCOC(=O)c1c(C)n(C)c2ccc(OC)c(NC(=O)CN3CCC4(CC3)OCCO4)c12
  -10% | -1.8%

Continued.
Every second line gives: Rat MKP-3 inhibitors | Hsp70 displacement
O=C(COC(=O)c1cccs1)c1ccc2ccccc2c1
  nt | 1.8%
O=C1NN(c2ccccc2)C(=O)C2C3C=CC(C4CC34)C12 (stereo not given)
  2% | 5.8%
COc1ccccc1C(=O)CSc1n[nH]c(N)n1
  nt | -1.1%
CCOc1ccc(C2CC(c3cccc(Cl)c3)n3nc(N)nc3N2)cc1 (stereo not given)
  -4% | 7.9%
CCOC(=O)Cn1c(=O)oc2cc(S(=O)(=O)Nc3ccc(N(CC)CC)cc3C)ccc21
  -17% | -3.7%
O=C(NCc1cccnc1)c1ccc(Cl)c(Cl)c1
  3% | 6.7%
CCN(CC)c1ccc(N=Cc2c(O)n(C)c(=O)n(C)c2=O)cc1
  2% | 3.5%
COc1cccc(N2C(=O)/C(=C/c3ccc(C)o3)SC2=S)c1
  6% | -7.7%
C=CCNC(=O)C(=O)NCCCOC
  2% | 2.0%
Cc1nn(Cc2cccc(Cl)c2)c(N)c1-c1ccccc1
  2% | -0.1%
CC1(C)CC(=O)C2=C(C1)NC1=C(C(=O)CC(C)(C)C1)C2c1ccc2c(c1)OCO2
  1% | 0.2%
CCOc1ccc(C(=O)Nc2ccc(OC)c(OC)c2)cc1[N+](=O)[O-]
  0% | -1.4%
Cc1ccc(S(=O)(=O)N2CCC(Cc3ccccc3)CC2)cc1C
  3% | 3.5%
CCCS(=O)(=O)N1CCCC(C(=O)NCCCOC(C)C)C1 (stereo not given)
  -1% | -3.6%
CS(=O)(=O)N(Cc1ccc(C(=O)Nc2cccc(C(F)(F)F)c2)cc1)c1ccccc1
  2% | 5.8%
O=[N+]([O-])c1ccc(C=Nc2ccc(Cl)cc2)o1
  5% | -0.2%
CSc1nc2ccc(S(=O)(=O)N3CCOCC3)cc2s1
  -5% | 0.8%
COc1ccc(-n2c(C)nc(=O)c(-c3ccccc3)c2C)cc1
  2% | -1.0%&7.1%
Cc1ccc(C(=O)c2cccc(NC(=O)/C=C/c3ccco3)c2)cc1C
  10% | -3.4%
O=C(COc1ccc(Br)cc1CO)Nc1ccc(F)cc1
  -8% | 2.0%

In the list so far, these have a CF3 group.
Every second line gives: Rat MKP-3 inhibitors | Hsp70 displacement
COc1ccc(C(=O)Nc2ccc(OC(F)(F)F)cc2)cc1Cl
  3% | -3.2%
CS(=O)(=O)N(Cc1ccc(C(=O)Nc2cccc(C(F)(F)F)c2)cc1)c1ccccc1
  2% | 5.8%

Back to the main list, repeating the 2 entries before the break.
Every second line gives: Rat MKP-3 inhibitors | Hsp70 displacement
Cc1ccc(C(=O)c2cccc(NC(=O)/C=C/c3ccco3)c2)cc1C
  10% | -3.4%
O=C(COc1ccc(Br)cc1CO)Nc1ccc(F)cc1
  -8% | 2.0%
CC1(C)CC(=O)C2=C(C1)OC1=C(C(=O)CC(C)(C)C1)C2c1ccc(-c2ccc([N+](=O)[O-])cc2Cl)o1
  3% | 1.5%
O=C(/C=C/c1cccc(C(F)(F)F)c1)Nc1cccc2ncccc12
  -5% | 2.8%
Clc1cc(NCc2cccs2)ccc1N1CCOCC1
  -12% | -0.6%
COC(=O)c1c(C)n(-c2ccccc2)c2ccc(O)cc12
  -3% | -2.7%
O=C(/C=C/c1ccc2c(c1)OCO2)Nc1ccccc1F
  2% | -5.1%
COc1ccc(CCNC(=O)C2CCCN2C(=O)Nc2cccc(C(C)=O)c2)cc1OC (stereo not given)
  -1% | 13%
CCCCCn1c(CN2CCN(CCO)CC2)nc2c1c(=O)n(C)c(=O)n2C
  -13% | -1.5%
CCCc1[nH][nH]c(=O)c1C(c1ccccc1)C(C#N)C#N (stereo not given)
  2% | 3.9%
C=CCNC(=O)C(C)N1C(=O)c2ccccc2C1=O (stereo not given)
  -12% | 1.3%
N#C/C(=C\c1ccc[nH]1)C(=O)NC1CC1
  nt | 2.3%
Cc1cccc(NC(=O)CC2S/C(=N\N=C\c3cccc(O)c3)NC2=O)c1C (stereo not given)
  7% | -5.3%
COc1cc2[nH]c(=S)n(CCN3CCCCC3C)c(=O)c2cc1OC (stereo not given)
  -5% | 10%
O=C1NC(=Nc2ccccc2Cl)S/C1=C/c1cc(Br)cc(Cl)c1O
  16% | -60%
CCSc1nnc(NC(=O)c2cccs2)s1
  -2% | 5.8%
CCOc1ccc(N2C(=O)c3ccccc3NC2c2ccc(C)cc2)cc1 (stereo not given)
  0% | -0.2%
Cc1csc(Sc2nc3c(c(=O)[nH]c(=O)n3C)n2CCCc2ccccc2)n1
  -9% | -0.3%
COc1cc(C)c(Br)cc1S(=O)(=O)N1CCOCC1
  -4% | 1.6%
COCCCNc1ncnc2c1cnn2-c1ccc(C)cc1C
  nt | 8.5%
COc1ccc(C2/C(=C(/O)c3ccccc3)C(=O)C(=O)N2c2cccc([N+](=O)[O-])c2)c(OC)c1 (stereo not given)
  -3% | -3.0%
CCOCC(=O)Nc1ccc(S(=O)(=O)NCCc2ccccc2)cc1
  -7% | -0.6%
Nc1c(S(=O)(=O)c2cccs2)c2nc3ccccc3nc2n1Cc1cccs1
  -2% | 5.5%
C=CCc1cccc2cc(C(=O)NNC(=O)CC#N)c(=O)oc12
  2% | -0.6%
O=C(Oc1cccc2c(OC(=O)N3CCOCC3)cccc12)N1CCOCC1
  -4% | 2.3%
C=CCOc1c(Cl)cc(/C=C2/C(=O)NC(=O)N(c3ccccc3F)C2=O)cc1OCC
  3% | 0.4%
CCOC(=O)NC1(Nc2ccc(Cl)cn2)Oc2ccccc2O1
  2% | 1.5%
Cc1cccc(NC(=O)c2cc(NC(=O)CCCC(=O)O)ccc2Cl)n1
  nt | -2.4%
O=C(O)c1ccc(NS(=O)(=O)c2cccc3cccnc23)cc1
  -4%&4% | 1.5%&-1.6%
O=C(COc1ccc(Cl)cc1)Nc1ccc(Oc2ccccc2)cc1
  3% | 2.3%
CCOCCn1c(SCc2ccccc2)nc2c1c(=O)[nH]c(=O)n2C
  -8% | -0.9%
CCCn1nc(Oc2nc(SC)nc(N(C)C)n2)ccc1=O
  -7% | -0.5%
COc1ccc(CCNC(=O)C2CCN(S(=O)(=O)N3CCCCC3)CC2)cc1OC
  -1% | 4.9%
COc1cccc(C2/C(=C(\O)c3ccc(F)cc3)C(=O)C(=O)N2CCCCCC(=O)O)c1 (stereo not given)
  1% | 1.7%
CCN(CC)Cc1cc(C(C)=O)ccc1OCC(C)C
  -3% | 2.7%

The list is partial. The share of hits here may be higher or lower than overall.
